Screening results (PubChem BioAssay)
HSF1 activator: HSF-1 activators, primary screen, NIH3T3-HGL cells, MG132 stress, luminescence, single point; 300,000 tested, 1.7% active; NIH3T3-HGL HSF-1 luciferase reporter, 8 h; 100% = twice DMSO control signal; activation, % at 9 µM;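 active means mean replicate activation of at least 50% with a set share of replicates each reaching 50%; inconclusive means only one of those two conditions met; inactive means mean below 50% and too few replicates reaching it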;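 further: 0% = median of the neutral control wells and 100% = twice that signal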
AI-2 QS mod: Vibrio harveyi AI-2 quorum sensing modulators, primary screen, JMH597 strain, luminescence/OD600 ratio. Vibrio harveyi JMH597 AI-2 luminescence/OD600 ratio, 9 h; stronger effect = lower value; strain lacks LuxN and CqsS sensors; 0 = neutral-control median. activity change, % at 7.5 µM. 300,000 tested, 0.4% active; in the data active means activity change below about -75%, passing the limit was not always enough; inconclusive means no clear call, values can overlap the other calls;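 further: luminescence divided by OD600 gain over 9 h not by final OD600 alone; inactives centre near 13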
PolyA inh: polyadenylation inhibitors in yeast reporter cells, primary screen, luminescence, S. cerevisiae; S. cerevisiae SKY197-pL101 polyadenylation reporter, beta-gal luminescence; efflux-impaired pdr1/pdr3 knockout yeast; score 100 = 6 SD above DMSO; calls only at 12 µM; 300,000 tested, 0.02% active;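 active means lowest replicate activity score at least 50, where 100 means six control SD above control mean; inconclusive means lowest score under 50 but half or more replicates reach 50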;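 further: yeast exposed to compound for 9 h at 30 °C; higher score means more reporter readthrough which indicates perturbed polyadenylation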
Platelet DG rel: inhibitors of platelet dense granule secretion, primary screen, cell-based, MLPCN, human platelets; human platelet-rich plasma, SFLLRN dense granule ATP release, luminescence; inhibition, %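 (compounds screened at 7.5 µM in platelet-rich plasma)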; 300,000 tested, 0.22% active; AID 1663, 2009;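 active means mean replicate score, as percent of positive control, at or above 50; inconclusive means mean below 50 but at least one replicate at or above 50; inactive means mean and every replicate below 50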
HDAC3 inhib: HDAC3 deacetylase inhibitors, primary screen, biochemical, fluorescence, cell-free homogeneous. Histone deacetylase 3 (Homo sapiens), O15379. recombinant HDAC3, fluorogenic peptide/trypsin coupled. inhibition, % at 8.3 µM. 320,000 tested, 0.15% active; in the data active means inhibition above about 26%, passing the limit was not always enough; inconclusive means no clear call, values can overlap the other calls
HSP90 refold inh: HSP90 inhibitors, primary screen, cell lysate, luminescence | 290,000 tested, 0.91% active | AID 1789, 2009 | Rabbit reticulocyte lysate, luciferase refolding luminescence, 3 h | Heat shock protein HSP 90 (rabbit reticulocyte lysate; luciferase refolding) | inhibition, % at 5.6 µM;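 active means inhibition above the screen-wide mean plus 3 SD, computed separately per campaign, cut at about 16% in these data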;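 further: 0% = DMSO wells and 100% = 60 µM geldanamycin wells; inhibitors lower the luminescence because luciferase stays unfolded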
HSF1 inh: HSF1 inhibitors in luciferase reporter cells, primary screen, cell-based, NIH3T3, luminescence; AID 2098, 2009; activity change, negative = inhibition, % at 7.5 µM (by protocol); 300,000 tested, 0.77% active; NIH3T3-HGL HSE-luciferase, MG132-induced, luminescence 8 h; stronger effect = lower value;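 active means more than half of replicate wells show activity change below -50%, luminescence cut by over half; inconclusive means some wells, but at most half, below -50%; inactive means no replicate well below -50%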;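 further: luciferase reports HSF-1 transcriptional activity via heat shock element; 0% = median of DMSO wells and -100% = zero luminescence signal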
GSK3beta inhib: human GSK3beta kinase inhibitors, primary screen, biochemical, cell-free homogeneous, HTS | Glycogen synthase kinase-3 beta (Homo sapiens), P49841 | 300,000 tested, 0.038% active | GST-GSK3beta kinase, ADP-Glo luminescence, 60 min; stronger effect = lower value | activity score (negative = inhibition), % at 10 µM;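 active means more than half of replicate wells score below -50%, meaning over 50% inhibition versus plate controls; inconclusive means some replicates but at most half score below -50%; inactive means no replicate scores below -50%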;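 further: 0% = median DMSO wells and -100% = median GW8510 positive control wells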
Target sequence (P49841 whole entry, looked up): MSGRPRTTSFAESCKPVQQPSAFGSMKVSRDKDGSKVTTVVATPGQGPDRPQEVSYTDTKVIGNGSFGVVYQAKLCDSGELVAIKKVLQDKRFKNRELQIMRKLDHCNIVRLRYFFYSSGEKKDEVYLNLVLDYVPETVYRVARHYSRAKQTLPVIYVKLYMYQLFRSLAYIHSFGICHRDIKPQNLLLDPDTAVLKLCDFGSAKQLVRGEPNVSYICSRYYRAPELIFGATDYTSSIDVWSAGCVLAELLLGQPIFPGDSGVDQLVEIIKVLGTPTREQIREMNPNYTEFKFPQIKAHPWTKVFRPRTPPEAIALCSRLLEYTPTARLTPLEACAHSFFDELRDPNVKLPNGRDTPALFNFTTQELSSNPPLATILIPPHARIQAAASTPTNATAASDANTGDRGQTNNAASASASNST
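Test system – GST-tagged human GSK3beta kinase, cell-free · Incubation – 60 min enzyme reaction, room temperature · Signal – ADP-Glo luminescence · Also added – peptide substrate and ATP at 25 µM · Controls – DMSO neutral wells and GW8510 at 20 µM as positive · Buffer or medium – Tris/MgCl2 kinase buffer · Measure – Luminescence-derived activity versus plate DMSO and GW8510 wells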
Dyrk1A ADPGlo: rat Dyrk1A kinase inhibitors, primary screen, biochemical, single point, plate reader; Dual specificity tyrosine-phosphorylation-regulated kinase 1A (Rattus norvegicus), Q63470; ADP-Glo luminescence, NFATc1 peptide; inhibition, % at 12.5 µM; 310,000 tested, 0.43% active; AID 504441, 2011; in the data active means inhibition above about 50%;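 further: plate controls were vehicle with enzyme for no effect and no enzyme for full effect; many of its hits are not listed in these tables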
GSK3A inh: blockers of GSK3A enzyme activity – biochemical, luminescence, cell-free homogeneous, HTS, primary screen | GSK-3 alpha kinase, ADP-Glo luminescence, 60 min | AID 2650, 2010 | 320,000 tested, 0.1% active | inhibition, % at 10 µM | Glycogen synthase kinase-3 alpha (Homo sapiens), P49840;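 in the data active means inhibition above about 50%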;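 further: GST-tagged GSK-3 alpha with peptide substrate and 25 µM ATP; 0% = DMSO neutral wells and 100% = GW8510 positive control wells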
Target sequence (P49840 whole entry, looked up): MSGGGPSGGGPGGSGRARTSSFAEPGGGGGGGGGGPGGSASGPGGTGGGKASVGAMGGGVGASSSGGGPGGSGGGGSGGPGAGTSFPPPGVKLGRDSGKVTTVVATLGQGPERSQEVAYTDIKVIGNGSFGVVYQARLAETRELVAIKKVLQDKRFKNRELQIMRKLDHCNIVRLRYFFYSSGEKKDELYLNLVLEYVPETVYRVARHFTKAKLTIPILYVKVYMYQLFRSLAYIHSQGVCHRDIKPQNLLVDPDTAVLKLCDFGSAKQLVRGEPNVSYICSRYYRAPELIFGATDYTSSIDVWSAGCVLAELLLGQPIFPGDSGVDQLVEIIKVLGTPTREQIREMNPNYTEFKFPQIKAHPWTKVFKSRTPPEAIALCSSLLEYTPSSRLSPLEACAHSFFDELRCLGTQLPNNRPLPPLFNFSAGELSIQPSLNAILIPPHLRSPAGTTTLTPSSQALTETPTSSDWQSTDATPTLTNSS
* = called active by the depositor; i = inactive; ? = inconclusive; . = not tested or not shown. This is a subset (hit frequency here may not be typical).

SMILES	HSF1 activator	AI-2 QS mod	PolyA inh	Platelet DG rel	HDAC3 inhib	HSP90 refold inh	HSF1 inh	GSK3beta inhib	Dyrk1A ADPGlo	GSK3A inh
O=C(COC(=O)c1n[nH]c2ccccc12)Nc1cccc(S(=O)(=O)N2CCOCC2)c1	5	-11	i	?	.	2	-1	-1	.	.
CC(C)CNS(=O)(=O)c1ccc(CCC(=O)N2CCN(c3ccccc3)CC2)cc1	-2	27	i	2	3	4	5	0	6	-2
CCOC(=O)CSc1nnc(-c2ccc(Cl)cc2Cl)o1	-6	27	i	1	0	3	-7	1	2	0
COc1cc(C(=O)NC(=S)Nc2ccccc2[N+](=O)[O-])cc(OC)c1OC	-2	5	i	5	5	0	-11	-3	-2	0
CC(C)OC(=O)c1cc(NC(=S)Nc2ccc([N+](=O)[O-])cc2)cc(C(=O)OC(C)C)c1	8	17	i	0	-6	3	10	4	3	-1
COc1ccc(C2c3ccc4ccccc4c3Oc3ncn(CCO)c(=N)c32)cc1OC (stereo not given)	5	13	i	-1	2	3	-2	-1	.	13
Cn1c(=O)[nH]c(=O)c2c1nc(NCCCO)n2Cc1ccc(F)cc1	-7	26	i	0	5	-1	-1	-3	-1	1
Fc1ccc(Cn2nnc(-c3ccc(Cl)cc3)n2)cc1	21	12	i	4	11	-1	15	2	-5	-1
O=C(c1ccc2snnc2c1)N1CCN(c2ccccn2)CC1	-4	17	i	-1	4	0	-5	2	1	3
FC(F)(F)c1ccc2c(c1)nc1n2CCCC1	-18	0	i	-3	-5	5	-12	-8	2	-2
Cc1ccc(OCc2nnc(SCC(=O)c3cccs3)n2-c2ccccc2)cc1C	32	-5	i	-7	3	1	14	-1	-5	-3
Cc1ccc(S(=O)(=O)N(C)C)cc1NC(=O)c1ccncc1	-14	-11	i	-2	-3	-4	-10	1	2	0
Cc1ccc(CC(=O)N2CC(C)OC(C)C2)cc1 (stereo not given)	-4	14	i	6	-4	5	-5	1	-23	-2
COc1cccc(N2CCN(C(=O)c3ccc(CS(=O)c4ccc(Cl)cc4)o3)CC2)c1 (stereo not given)	24	1	i	7	-5	-5	30	5	.	-2
O=[N+]([O-])c1c(NCCO)cc(N2CCN(Cc3ccc4c(c3)OCO4)CC2)c2nonc12	-7	23	i	-9	7	0	-5	-1	-2	2

Some of the entries so far, with values under each structure:
Second line of a record – HSF1 activator	AI-2 QS mod	PolyA inh	Platelet DG rel	HDAC3 inhib	HSP90 refold inh	HSF1 inh	GSK3beta inhib	Dyrk1A ADPGlo	GSK3A inh
Cn1c(=O)[nH]c(=O)c2c1nc(NCCCO)n2Cc1ccc(F)cc1
→ -7	26	i	0	5	-1	-1	-3	-1	1
Fc1ccc(Cn2nnc(-c3ccc(Cl)cc3)n2)cc1
→ 21	12	i	4	11	-1	15	2	-5	-1
O=C(c1ccc2snnc2c1)N1CCN(c2ccccn2)CC1
→ -4	17	i	-1	4	0	-5	2	1	3

Going on with the list.
SMILES	HSF1 activator	AI-2 QS mod	PolyA inh	Platelet DG rel	HDAC3 inhib	HSP90 refold inh	HSF1 inh	GSK3beta inhib	Dyrk1A ADPGlo	GSK3A inh
OCCCn1c(-c2ccccc2)n[nH]c1=S	34	14	i	-7	4	-1	9	1	-2	-4
Cc1nc(-c2ccc(S(=O)(=O)Nc3cc(F)ccc3F)cc2)co1	-4	12	i	2	2	7	0	0	-5	0
CC(Oc1cccc(Cl)c1)C(=O)Nc1cc(S(=O)(=O)N2CCOCC2)ccc1N1CCCC1 (stereo not given)	1	-9	i	-2	0	.	3	-4	.	0
CCOC(=O)C(=CNc1ccc(NC2=NCC(C)S2)cc1)C(=O)OCC (stereo not given)	-14	24	i	10	12	-3	-10	4	5	0
CCOCCn1c(C(C)C)nc2ccccc21	-18	19	i	-1	3	4	-1	4	1	-1
O=C(Nc1ccccc1)Nc1ccc(Cl)c([N+](=O)[O-])c1	7	-102*	i	-11	.	-3	-4	-4	.	.
COc1ccc(-n2c(SCC(=O)Nc3ccc(NC(C)=O)cc3)nc3ccccc3c2=O)cc1	-9	1	i	-5	-2	1	-5	-4	-6	-1
COc1cc(CN2CCNC(=O)C2CC(=O)N2CCc3ccccc3C2)cc(OC)c1 (stereo not given)	-9	22	i	2	1	3	-5	2	1	0
CNC(=O)C1CC(=O)N(CCc2ccc(OC)c(OC)c2)C(=Nc2ccc(F)cc2)S1 (stereo not given)	5	11	.	23	-6	0	-4	-1	-14	-3
O=C(NCCCn1ccnc1)/C(=C/c1ccc(Cl)cc1)NC(=O)c1ccccc1	6	21	i	-10	8	4	0	1	-2	0
O=C(NC(=O)C(F)(F)F)Nc1ccc(S(=O)(=O)Nc2nccs2)cc1	4	17	i	0	-7	-1	0	1	.	-2
CCN1C(=O)C(CC(=O)NCCc2ccccc2)N(NC(=O)c2cccnc2)C1=S (stereo not given)	3	-5	i	5	3	-1	-7	0	.	-3
O=C(N/N=C/c1cc([N+](=O)[O-])ccc1O)c1cccc2cc[nH]c12	-13	-22	i	1	.	0	-9	-1	-4	5
CCC(=O)N1CCc2cc(S(=O)(=O)CCC(=O)N(C)c3ccc(OC)cc3)ccc21	12	25	i	5	2	-3	0	1	-4	-3
CN1CCC(OC(=O)COc2ccc(C(C)(C)C)cc2)CC1	14	6	i	12	3	-1	-1	-1	1	1
CCN(CC)c1ccc(NC(=O)c2cc(OC)cc(OC)c2)c(C)c1	-17	29	i	-3	.	1	-17	1	-1	.
C/C(=N\NC(=O)CSCc1ccc(Cl)cc1)c1ccc2c(c1)OCCO2	4	25	i	-3	3	-9	3	0	3	-1
Cc1cccc(C(=O)NC2CC3CCCC(C2)N3S(=O)(=O)c2ccccc2)c1 (stereo not given)	6	20	i	-7	1	6	-7	-2	-6	0
COc1ccc(OC)c(C(=O)Nc2c(O)ccc3ccccc23)c1	25	-6	i	-23	4	.	8	2	.	-2
CC(C)N(CCNCc1nnc(-c2ccccc2)o1)C(C)C	6	14	i	3	0	-1	0	-3	-2	1
C=CCn1c(SCC(=O)N(CC)C2CCS(=O)(=O)C2)nc2ccccc2c1=O (stereo not given)	-1	18	i	-1	1	-6	0	3	12	2
O=C(O)c1[nH]c2ccccc2c1C(c1ccccc1)c1c(C(=O)O)[nH]c2ccccc12	-1	6	i	-11	-1	-3	-5	17	-10	-11
COc1ccc(C2c3c(ncn(CCN4CCOCC4)c3=N)Oc3ccc4ccccc4c32)cc1 (stereo not given)	35	15	i	1	3	3	9	-2	0	3
C[C@H]1CC[C@@]2(O[C@@H](CCO)C[C@@H](O)[C@@H]2O)O1	-17	3	i	-6	-1	7	-6	-3	-1	3
CCCCn1nnc(NC(=O)c2ccc(-c3cccc([N+](=O)[O-])c3)o2)n1	-8	14	i	15	2	-3	3	2	.	-2
COC(=O)c1ccc(COc2cccc(OC)c2)o1	?	1	i	0	5	-4	6	-2	1	-1
Cc1cccc(NC(=O)N2CCCC2C(=O)NCc2ccccc2)c1 (stereo not given)	-7	-2	i	-2	2	6	-1	1	6	-2
COc1ccccc1C(=O)NC1CCCCCCC1	3	14	i	-1	-1	-3	12	5	0	-5
CSCCC(NC(=O)c1ccco1)C(=O)N1CCCCCCC1 (stereo not given)	8	40	i	5	-2	.	6	-1	8	-2
CCOC(=O)c1c(OCCO)nn(-c2ccc(Cl)cc2)c1N	-6	15	i	-1	-2	0	-8	2	1	0
O=C1CCCc2ccccc2N1Cc1ccc(Cl)cc1	10	18	i	4	-1	-3	16	-1	9	-1
Cn1c(Cc2ccccc2)nnc1SCC(=O)Nc1ccc2c(c1)OCO2	-9	12	i	5	4	-5	-11	1	2	-1
Cc1ccc(C(CNS(=O)(=O)c2ccc([N+](=O)[O-])cc2)N2CCN(C)CC2)cc1 (stereo not given)	-4	18	i	5	-4	.	-6	0	6	0
CC(=O)NCCC1CCN(c2nc3nonc3nc2N(C)Cc2ccccc2)CC1	1	17	i	0	2	5	-3	-1	0	-5
CCn1c(SCC(=O)N2CCOCC2)nc2oc3c(Cl)cc(Cl)cc3c(=O)c2c1=O	121*	26	i	1	1	-3	66	6	.	1
NCCn1c(-c2ccccc2)cc(C(=O)O)c1-c1ccccc1F	-9	26	i	0	12	-2	-6	-8	-1	-2
O=C1C(NS(=O)(=O)c2ccccc2)=C(N2CCN(c3ccc(F)cc3)CC2)C(=O)c2ccccc21	21	36	i	5	-5	10	9	2	3	4
CCCn1c(N2CCN(C(=O)NCc3ccccc3)CC2)nc2ccccc21	-14	21	.	-2	-6	0	-2	0	6	-1
CC(=O)N/N=C/c1c(C)[nH]n(-c2ccccc2)c1=O	4	11	i	-7	7	1	5	-7	5	-1
Cc1csc(Nc2ccccc2)[n+]1C	-10	8	i	3	-3	-1	-7	3	7	-1

5 entries drawn at random from the list so far, as already listed:
SMILES	HSF1 activator	AI-2 QS mod	PolyA inh	Platelet DG rel	HDAC3 inhib	HSP90 refold inh	HSF1 inh	GSK3beta inhib	Dyrk1A ADPGlo	GSK3A inh
CCCn1c(N2CCN(C(=O)NCc3ccccc3)CC2)nc2ccccc21	-14	21	.	-2	-6	0	-2	0	6	-1
NCCn1c(-c2ccccc2)cc(C(=O)O)c1-c1ccccc1F	-9	26	i	0	12	-2	-6	-8	-1	-2
CCn1c(SCC(=O)N2CCOCC2)nc2oc3c(Cl)cc(Cl)cc3c(=O)c2c1=O	121*	26	i	1	1	-3	66	6	.	1
O=C1C(NS(=O)(=O)c2ccccc2)=C(N2CCN(c3ccc(F)cc3)CC2)C(=O)c2ccccc21	21	36	i	5	-5	10	9	2	3	4
Cc1csc(Nc2ccccc2)[n+]1C	-10	8	i	3	-3	-1	-7	3	7	-1
